RAD54 branch = inhibitors of human RAD54 branch migration. inhibition, % at 10.4 µM. Q92698. 360,000 tested, 0.14% active. RAD54 Holliday junction branch migration, FAM/BHQ fluorescence;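 active means mean normalized replicate activity at least 40 and at least half of replicates scoring 40 or more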;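 further: 0% = median of neutral control wells and 100% = median of positive control wells; inhibitors cause a drop in the FAM fluorescence signal; in these data hits start at about 50%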
Target sequence (Q92698 whole entry, looked up): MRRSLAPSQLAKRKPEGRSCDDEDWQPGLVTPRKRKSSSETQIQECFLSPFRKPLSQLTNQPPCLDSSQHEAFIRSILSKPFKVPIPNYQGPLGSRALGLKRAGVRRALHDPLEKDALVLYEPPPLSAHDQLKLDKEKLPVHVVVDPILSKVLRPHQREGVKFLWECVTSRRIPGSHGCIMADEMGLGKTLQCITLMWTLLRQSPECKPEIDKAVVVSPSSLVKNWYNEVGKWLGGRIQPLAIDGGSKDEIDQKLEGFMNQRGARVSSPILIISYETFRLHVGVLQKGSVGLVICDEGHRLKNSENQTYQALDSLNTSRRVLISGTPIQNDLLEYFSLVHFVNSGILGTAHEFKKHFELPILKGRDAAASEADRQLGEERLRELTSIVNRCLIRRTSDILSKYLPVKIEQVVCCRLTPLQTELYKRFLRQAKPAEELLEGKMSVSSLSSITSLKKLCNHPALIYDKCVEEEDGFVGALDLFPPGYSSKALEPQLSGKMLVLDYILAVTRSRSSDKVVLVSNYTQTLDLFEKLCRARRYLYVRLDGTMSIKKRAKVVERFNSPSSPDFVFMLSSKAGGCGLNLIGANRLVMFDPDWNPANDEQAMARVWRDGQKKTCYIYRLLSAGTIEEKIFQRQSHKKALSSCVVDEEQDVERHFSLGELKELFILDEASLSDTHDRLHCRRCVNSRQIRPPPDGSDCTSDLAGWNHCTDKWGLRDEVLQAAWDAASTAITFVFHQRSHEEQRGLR
ARNT-TACC3 inh = disrupts binding between human ARNT and TACC3. 390,000 tested, 0.66% active. Q9Y6A5. AlphaScreen His-ARNT PAS-B/GST-TACC3 binding, luminescence; TACC3 fragment carries E629A point mutation. AID 623870. inhibition, % at 9.99 µM;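 active means mean inhibition of replicates at least 50% and at least half of replicates each reaching 50%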;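 further: 0% = complete ARNT plus TACC3 wells and 100% = ARNT alone without TACC3; many hits fall short of the cut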
esBAF inh = blocks esBAF chromatin remodeling in mouse ES cells; Bmi1-luciferase knock-in reporter, 24 h; 100% = twice the neutral-well signal; reporter increase, % at 12.5 µM; 350,000 tested, 2% active; in the data active means activation above about 40%;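 further: 0% = median of the plate's neutral control wells and 100% = double that signal; a rise in the Bmi1 reporter signal indicates esBAF inhibition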
* marks the source's active call; other numbers are inactive results; & = joins results of further samples.

SMILES	RAD54 branch	ARNT-TACC3 inh	esBAF inh
CCOc1ccc(Br)cc1S(=O)(=O)N1CCCC1	1	4	-5
COc1ccccc1C(=O)Nc1cc2cc(Cl)ccc2oc1=O	7	-1	23
O=C(O)c1ccc(-c2ccc(Cl)cc2Cl)o1	4	-2	8
CCOc1cc(C2/C(=C(/O)c3ccc(OC(C)C)cc3)C(=O)C(=O)N2CCCOC)ccc1O (stereo unspecified)	-2	-1	-8
CCN1/C(=C/c2ccc3ccccc3[n+]2CC)C=Cc2ccccc21	71*	16	-73
Cc1occc1C(=O)NC(C)CCc1ccccc1 (stereo unspecified)	-7	-12	-4
CC1=C(C)CS(=O)N(S(=O)(=O)c2ccccc2)C1 (stereo unspecified)	-12	-6	-3
CCCOc1ccc(C2C(=O)N(C3CCCCCC3)CC(=O)N2Cc2ccco2)cc1OC (stereo unspecified)	5	7	-10
O=C(CCCn1c(=S)[nH]c2cc3c(cc2c1=O)OCO3)NC1CC1	-7	-2	-4
O=C(NC1=NCCS1)c1cc2ccccc2o1	-15	-8	-20
O=C(O)CCCCCN1C(=O)CCC1=O	-5	-7	-5
Cc1ccc(NC(=O)c2ccc(Cn3cc(Br)cn3)o2)cc1	6	1	5
O=C(NCCN1CCOCC1)c1c(F)c(F)c(F)c(F)c1F	-4	2	-4
CCOc1ccc(-n2c(C)c(C(C)=O)c(C(C)=O)c2C)cc1	7	3	-8
COc1ccc(NC2=C(C)C(=O)CC2)cc1	-1	-3	7
CCN(CC)CCN1C(=O)c2oc3ccccc3c(=O)c2C1c1ccccc1 (stereo unspecified)	7	-2	1
Cc1csc(NC(=O)C2CCCO2)n1 (stereo unspecified)	1	0	12
Cc1ccc(S(=O)(=O)N/N=C\c2ccc([N+](=O)[O-])o2)cc1	-8	-2	-5
O=C1CN(c2nnnn2-c2ccccc2)CCN1	-2	-14	-10
COCCN1C(=O)c2oc3cc(C)c(C)cc3c(=O)c2C1c1cccc(O)c1 (stereo unspecified)	8	-2	2
COc1ccc(/C=N/NC(=O)c2ccc3ccccc3c2)cc1OS(=O)(=O)c1ccc(NC(C)=O)cc1	-4	-4	-6
COc1ccc(Cl)cc1N1C(=O)[C@@H]2C(c3cccc(OC)c3OC)=NO[C@@H]2C1=O	-3	2	-4
COc1cccc(NC(=O)C2CCN(Cc3cnn(-c4ccccc4)c3-n3cccc3)CC2)c1	-32	0	-7
CCOc1ccc(S(=O)(=O)N(C)c2ccc(OCC(=O)N3CCOCC3)cc2)cc1	-11	-2	-5
CN1CCN(Cc2nc3c(c(=O)n(C)c(=O)n3C)n2CCCc2ccccc2)CC1	-9	-25	-5
COc1ccc(S(=O)(=O)N2CCN(c3ncnc4c(-c5ccccc5)nsc34)CC2)cc1	-10	-3	17
CCCc1c(C)c2c(C)[nH]nc2oc1=O	4	-1	1
COc1ccccc1OCC(=O)O	0&-8	-14&-7	-1&-6
c1ccc(-c2nc3cnccn3c2Nc2ccc3c(c2)OCCO3)cc1	12	5	-62
O=C1CC(c2cccc(Oc3ccccc3)c2)NC(=O)N1 (stereo unspecified)	-2	-6	-6
CC(=O)N1CCc2cc(Br)cc(S(=O)(=O)N3CCCCCC3)c21	-2	-14	1
COc1cc(-c2nnc(COc3ccc(Cl)cc3C)o2)cc(OC)c1OC	-5	-4	-4
CCCCc1nc2n[nH]c(N)c2c2c1CCCC2	2	-12	-2
COCCN(C(=O)CNC(=O)c1ccco1)C(C(=O)NC1CCCCC1)c1cccs1 (stereo unspecified)	0	0	-4
CCOC(=O)CSc1nnc(-c2cccnc2)o1	-6	-2	-3
CCN(CC)C(=O)CC1(c2ccccc2OC)CCOC(C(C)C)C1 (stereo unspecified)	-5	0	2
CCOC(=O)c1cccc(NC(=O)c2cccs2)c1	4	-1	15
COC(=O)c1nnn(Cc2ccccc2)c1N	-5	0	-4
CC(=NCCCNC1CCCCC1)C1=C(O)CC(C)(C)CC1=O	9	-7	-1
N#CCSc1nccc(-c2cc(Cl)sc2Cl)n1	-1	-6	-12
CCOc1ccc(S(=O)(=O)Nc2ccccc2C(=O)NCc2ccco2)cc1	5	-28	-10
CCN(CC)S(=O)(=O)c1ccc(-c2nnc(SCC(=O)Nc3nc(C)cs3)o2)cc1	-1	-12	1
COc1cc2c(cc1OC)-c1cc(NC3CCCCCCC3)nc(=O)n1CC2	39	12	6
CCc1ccc(N2CC(C(=O)NCc3ccc4c(c3)OCO4)CC2=O)cc1 (stereo unspecified)	-3	-2	-2
CC(CO)N1CCS(=O)(=O)CC1 (stereo unspecified)	-2	-1	-13
CCCN1CCN(C(=O)CN2C(=O)CC(C)(C)S(=O)(=O)c3ccccc32)CC1	1	1	-14
CCOC(=O)C1=C(c2ccccc2)Nc2ncnn2C1c1cccc(OC)c1OC (stereo unspecified)	0	3	-8
O/N=C/c1ccccc1OCc1ccccc1Cl	-5	1	8
O=C(c1ccco1)N1CCN(C(c2ccccc2)c2nnnn2C2CCCC2)CC1 (stereo unspecified)	-5	3	8
COc1ccc(C2C(C(C)=O)=C(O)C(=O)N2c2ccc(Br)cn2)cc1 (stereo unspecified)	3	-5	25
CCOC(=O)c1cc2c(C)n(-c3ccc(OCC)cc3)c(C)c2ccc1=O	7	-7	-11
CN1CCN(Cc2c(C#N)c3ccccc3n2C)CC1	6	1	10
O=C(NCc1nnc(SCC(=O)N2CCCCCC2)o1)c1ccco1	1	5	-4
CCn1nc(C(=O)Nc2ccccc2C)c(Cl)c1Cl	4	-6	-3
Cc1nc2sc(C#N)c(N)c2c2c1CCCC2	5	-5	-13
Cc1nc2c(-c3ccccc3)c(C)nn2c(C)c1CCC(=O)N1CCOCC1	-2	21	4
COc1cc2c(cc1OC)CN(Cc1ccc(C)s1)CC2	-2	-5	-2
O=C1c2oc3ccc(Br)cc3c(=O)c2C(c2cccc(F)c2)N1CCO (stereo unspecified)	6	-3	1
CCn1nc(NS(=O)(=O)c2ccccc2)c2cc3cccc(C)c3nc21	-6	-9	-5
COC(=O)c1cc(NC(=O)Cc2coc3cc(OC)ccc23)cc(C(=O)OC)c1	8	-14	7

In the list so far, 5 contain bromine.
SMILES	RAD54 branch	ARNT-TACC3 inh	esBAF inh
CCOc1ccc(Br)cc1S(=O)(=O)N1CCCC1	1	4	-5
Cc1ccc(NC(=O)c2ccc(Cn3cc(Br)cn3)o2)cc1	6	1	5
CC(=O)N1CCc2cc(Br)cc(S(=O)(=O)N3CCCCCC3)c21	-2	-14	1
COc1ccc(C2C(C(C)=O)=C(O)C(=O)N2c2ccc(Br)cn2)cc1 (stereo unspecified)	3	-5	25
O=C1c2oc3ccc(Br)cc3c(=O)c2C(c2cccc(F)c2)N1CCO (stereo unspecified)	6	-3	1

Further records
SMILES	RAD54 branch	ARNT-TACC3 inh	esBAF inh
COC(=O)CN(c1cccc(OC)c1)S(C)(=O)=O	6	0	-6
CC1CCCCN1CCCn1c(=S)[nH]c2ccccc2c1=O (stereo unspecified)	-5	-1	-11
COc1ccc(N2CCCn3c2nc2c3c(=O)n(Cc3ccc(F)cc3)c(=O)n2C)c(OC)c1	-12	-3	-5
Cc1cnc(NC(=O)C2COc3ccccc3O2)s1 (stereo unspecified)	-4	2	-57
COCCNC(=O)CNS(=O)(=O)c1ccc2nc(C)sc2c1	3	-9	-1
Cc1cc(=O)n2[nH]c(COc3ccccc3)nc2n1	3	-5	1
O=C(c1cccs1)N1CCN(CCc2ccccc2)CC1	-9	-2	-2
COc1ccc(/C=C2\C(=O)N(Cc3ccc(F)cc3)CC(=O)N2Cc2ccccc2)cc1	1	5	8
COC(=O)Nc1ccc(=O)n(Cc2c(Cl)cccc2Cl)c1	-7	-8	0
COc1ccccc1N(CC(O)CN1C(=O)NC(C)(C)C1=O)S(=O)(=O)c1ccc(C)cc1 (stereo unspecified)	16	-3	0
CCC(C)NC(=O)C1CCCN(c2nc(C)cc(OC)n2)C1 (stereo unspecified)	-2	-8	-15
COc1cccc(-c2cn3nc4c(nc3n2)CCCC4)c1	-1	34	-83
N#Cc1cccc(NC(=O)c2ccccc2C(=O)O)c1	3	-3	-6
O=C(COc1cccc(Cl)c1)Nc1nc(-c2ccc(S(=O)(=O)N3CCOCC3)cc2)cs1	-6	-11	2
O=C(Oc1ccc2ccccc2c1Cl)N1CCCC1	6	10	9
Cc1ccc(CSc2nnc(-c3ccccn3)n2C)cc1	2	-4	27
NC(=O)c1ccc(-n2nnnc2Oc2ccccc2C(=O)N2CCOCC2)cc1	-2	2	0
O=C(CCNC(=O)c1ccccc1Cl)Nc1nccs1	11	-5	-6
O=c1oc2ccccc2c(O)c1C=NCc1ccccn1	-8	58*	-1
O=C(OCc1ccccc1)c1ccc(Br)o1	-6	-10	-3
CCOc1ccc(NC(=O)COC(=O)Cc2ccc(S(=O)(=O)N3CCOCC3)s2)cc1	-5	-1	-8
Cc1ccc(CNC(=O)C(C)OC(=O)c2ccco2)cc1 (stereo unspecified)	6	0	-11
Cc1ccc(S(=O)(=O)c2c(N)n(NC(=O)C3CC3)c3nc4ccccc4nc23)cc1	-8	-6	-7
CCOC(=O)/C=C1\SCC(=O)N1CC(=O)c1ccc[nH]1	-6	-5	-7
O=C(Nc1ccc(N2CCOCC2)cc1N1CCOCC1)c1ccc([N+](=O)[O-])cc1	-1	-1	-5
CCOC(=O)Cn1c(=N)n(Cc2ccccc2)c2ccccc21	-5	2	4
COc1ccc(-c2noc(CCCC(=O)NCc3ccco3)n2)cc1OC	2	-1	-15
CCC(CC)C(=O)Nc1ccccc1-n1cccc1	5	-10	-2
O=C1CCN(S(=O)(=O)c2ccccc2)C2CCCCC12 (stereo unspecified)	5	-8	-1
COc1ccc(OCc2ccc(C(=O)O)cc2)cc1	6	-13	51*

In a second layout: results already given.
Structure | RAD54 branch | ARNT-TACC3 inh | esBAF inh
Cc1ccc(CNC(=O)C(C)OC(=O)c2ccco2)cc1 (stereo unspecified) | 6 | 0 | -11
NC(=O)c1ccc(-n2nnnc2Oc2ccccc2C(=O)N2CCOCC2)cc1 | -2 | 2 | 0
O=C1CCN(S(=O)(=O)c2ccccc2)C2CCCCC12 (stereo unspecified) | 5 | -8 | -1
O=C(Nc1ccc(N2CCOCC2)cc1N1CCOCC1)c1ccc([N+](=O)[O-])cc1 | -1 | -1 | -5
Cc1ccc(CSc2nnc(-c3ccccn3)n2C)cc1 | 2 | -4 | 27
O=C(CCNC(=O)c1ccccc1Cl)Nc1nccs1 | 11 | -5 | -6
CCOc1ccc(NC(=O)COC(=O)Cc2ccc(S(=O)(=O)N3CCOCC3)s2)cc1 | -5 | -1 | -8

Among those listed so far, four have fluorine.
SMILES	RAD54 branch	ARNT-TACC3 inh	esBAF inh
O=C(NCCN1CCOCC1)c1c(F)c(F)c(F)c(F)c1F	-4	2	-4
O=C1c2oc3ccc(Br)cc3c(=O)c2C(c2cccc(F)c2)N1CCO (stereo unspecified)	6	-3	1
COc1ccc(N2CCCn3c2nc2c3c(=O)n(Cc3ccc(F)cc3)c(=O)n2C)c(OC)c1	-12	-3	-5
COc1ccc(/C=C2\C(=O)N(Cc3ccc(F)cc3)CC(=O)N2Cc2ccccc2)cc1	1	5	8

Additional records
SMILES	RAD54 branch	ARNT-TACC3 inh	esBAF inh
O=C(O)CC(=O)NC12CC3CC(CC(C3)C1)C2	-14	-3&8	-8&3
CCCCCn1c(=O)[nH]c2cc(C(=O)NCCN(CC)CC)ccc2c1=O	11	-5	-4
CCOc1ccc(S(=O)(=O)NCCOC)cc1C	-9	-17	-14
O=C1c2ccccc2C(=O)N1CCC(=O)N1CCc2ccccc21	-12	3	32

High-throughput results deposited in PubChem by Broad Institute.

This is a subset; rates above refer to the full screens.
